Pf growth 48h – P. falciparum growth inhibition at 48 hours (one generation). P. falciparum luciferase growth in erythrocytes, 48 h. Potency, µM (titrated, usually from 28.7 µM), without a hit: at the highest dose activity change, negative = inhibition, actives largely listed as inhibitors. 5.9% of 310,000 active. AID 504832; note: potency is the fitted concentration of half-maximal effect; % is set by controls: 0 for no effect and ±100 for the full control effect
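Luciferase-expressing P. falciparum in infected erythrocytes (2% hematocrit, 0.1% parasitemia final) in RPMI 1640/0.5% Albumax were exposed to compound for 48 hours at 37 C, 5% CO2; growth read as luminescence.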
Pf growth 96h – P. falciparum growth inhibition at 96 hour, primary screen for plastid delayed-death inhibitors. P. falciparum luciferase reporter growth, 96 h. Potency, µM (doses to about 28.7 µM), without a hit: at the top dose activity change, negative = inhibition, actives largely listed as inhibitors. 6.9% of 320,000 active. AID 504834; note: potency is the fitted concentration of half-maximal effect; % is set by controls: 0 for no effect and ±100 for the full control effect
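Readout is luminescence from an integrated firefly luciferase in P. falciparum. Red cells, 2% hematocrit and 0.05% parasitemia final, were cultured with compound through two parasite generations (96 hours) at 37 C, 5% CO2.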
Sm TGR block – S. mansoni TGR enzyme inhibition | Q962Y6 | purified TGR, DTNB reduction, TNB absorbance 405 nm | Potency, µM (highest dose often 114 µM), inactives show top-dose activity change, negative = inhibition, hits mostly inhibitors | 3% of 360,000 active | AID 485364; note: potency is the fitted concentration of half-maximal effect; % is set by controls: 0 for no effect and ±100 for the full control effect; nearly all actives have a fitted effect of over 60% in size
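First, TGR (20 nM dispensed) and NADPH were mixed with compound. Second, a 15 min room-temperature incubation followed. Third, further NADPH and then DTNB were added to start the reaction. Finally, TNB absorbance was monitored kinetically.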
Shiga inhibitor – inhibitors of Shiga toxin in Vero cells. 9.2% of 290,000 active. Vero cells, Shiga toxin protein synthesis inhibition reporter. inhibition, % at 38.7 µM; in the data active = inhibition mostly above about 28%, no sharp cut-off; inactive = mostly below about 43%; note: 0% is about no effect
Giardia FBPA inh – Giardia lamblia aldolase inhibition | AID 2451 | 0.71% of 290,000 active | purified Giardia FBPA | Potency, µM (top dose mostly 59.6 µM), for inactives: at the highest dose activity, negative = inhibition, hits mostly inhibitors | A8B2U2; note: potency is the fitted concentration of half-maximal effect; % is set by controls: 0 for no effect and ±100 for the full control effect; nearly all actives have a fitted effect of over 55% in size
Target sequence (A8B2U2 whole entry, looked up): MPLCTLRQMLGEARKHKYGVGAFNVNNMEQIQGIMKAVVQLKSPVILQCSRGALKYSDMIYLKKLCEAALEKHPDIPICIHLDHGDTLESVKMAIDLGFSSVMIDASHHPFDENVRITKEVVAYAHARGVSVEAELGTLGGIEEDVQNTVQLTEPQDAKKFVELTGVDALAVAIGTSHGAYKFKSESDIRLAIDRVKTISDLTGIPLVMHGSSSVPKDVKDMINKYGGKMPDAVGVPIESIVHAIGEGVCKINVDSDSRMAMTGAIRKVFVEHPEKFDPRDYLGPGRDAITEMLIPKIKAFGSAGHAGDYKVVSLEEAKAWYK
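40 nM FBPA preincubated 10 min at RT with compound (up to 57.5 uM final), then substrate plus GAPDH/TPI/NAD/arsenate coupling and diaphorase/resazurin added. Fluorescence read after 20 min at RT, 525/598 nm.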
Cycloheximide cs – counter-screen hit for Shiga toxin inhibitors, cycloheximide | cell reporter, cycloheximide protein synthesis inhibition counterscreen | max response, % | 12% of 300,000 active | AID 2314; in the data active = max response mostly above about 13%, no sharp cut-off; inactive = mostly below about 14%; note: read at 38.3 µM for the half of the compounds with a filed dose; 0% is about no effect
* marks the source's active call; other numbers are inactive results; u = inconclusive; x = no result given; & = joins results of further samples; [ ] = another dose, or the depositor's remark. Unless noted, calls come from the whole dose curve; as a rule, active = well fitted curve in the direction sought with a large enough effect; inconclusive = small, poorly fitted or top-dose-only effect, or another doubt; inactive = no such curve, though single readings can be large; an effect the other way counts as inactive or inconclusive. Compounds were not picked by outcome, and some 24% of all compounds hit somewhere here.

#	SMILES	Pf growth 48h	Pf growth 96h	Sm TGR block	Shiga inhibitor	Giardia FBPA inh	Cycloheximide cs
1	COc1ccccc1C(=O)NNC(=O)CCCN1C(=O)/C(=C/c2cccs2)SC1=S	u	u	3%	4	1%	-5
2	Cc1c(C(=O)Nc2cccnc2Cl)oc2ccccc12	157%[activator]	239%[activator]	-6%	81*	-6%	26*
3	Cc1cc(C)n2nc(CC#N)c(C#N)c2n1	43%[activator]	37%[activator]	0%	-7	-1%	0
4	O=c1c2[nH]c3ccc(F)cc3c2ncn1CCCN1CCOCC1	3%	u	1%	24	5%	11
5	Cc1cc2ccccc2n1CCNC(=O)Cc1cccc2ccccc12	u	u	-5%	3	-1%	1
6	CN(CC(=O)Nc1cccc(F)c1)C(=O)c1cn(-c2ccccc2)nc1-c1ccc(F)cc1	u	-43%	3%	x	x	x
7	CN(C)c1ccc2c(c1)Sc1cc(N(C)C)ccc1N2C(=O)c1ccccc1	3.7µM*	1.7µM*	-10%	15	1%	7
8	CC(=O)c1c(C)[nH]c(C(=O)OCn2nnc3ccccc3c2=O)c1C	-7%	u	0%	-13	5%	-7
9	CCOC(=O)c1ccc(OC(=O)CCCCCN=C(N)N)cc1	u	4.5µM*	x	x	9%	x
10	COc1ccccc1N(C)S(=O)(=O)c1ccc(C(=O)O)cc1	13%	-4%	6%	3	4%	-2
11	Cc1cc2nc(Cl)c(Cl)nc2cc1C	-7%	10%	0%	-1	6%	-2
12	N#C/C(=C\c1ccc(N2CCCCC2)c([N+](=O)[O-])c1)c1nn(-c2ccccc2)c(N)c1C#N	-18%	-26%	-6%	-12	0%	-2
13	CN(C)C(CNC(=O)c1cccc(S(=O)(=O)Nc2ccccc2Cl)c1)c1ccco1 (configuration not stated)	u	-20%	-35%	x	x	x
14	COC(=O)COc1ccc(/C=C2/NC(=O)N(CC(=O)OC)C2=O)cc1	-40%	u	13%	-19	0%	-4
15	COc1ccc(C(=O)n2ncc(C#N)c2N)cc1	1%	10%	10%	8	2%	14
16	CN(C)CCNC(NC(=O)c1cccs1)C(Cl)(Cl)Cl (configuration not stated)	-4%	u	-7%	-6	1%	3
17	C/C=C(\C)CN1CCN(c2cc(C)ccc2C)CC1	2%	6%	-3%	-21	-21%	6
18	Cc1nc(C)n(C(C)CNC(=O)c2cccc(Br)c2)n1 (configuration not stated)	8%	-18%	-2%	-4	-7%	-1
19	Oc1ccc(N=Nc2n[nH]c(-c3ccc(Cl)cc3)n2)cc1	11%	u	9%	82*	4%	23*
20	CCOc1ccc(S(=O)(=O)N2CCOCC2)cc1NC(=O)CSC(=S)N1CCCC1	u	u	-2%	x	x	x

Two entries from above, as labelled records.
#13 CN(C)C(CNC(=O)c1cccc(S(=O)(=O)Nc2ccccc2Cl)c1)c1ccco1 (configuration not stated)
  Pf growth 48h = u
  Pf growth 96h = -20%
  Sm TGR block = -35%
  Shiga inhibitor = x
  Giardia FBPA inh = x
  Cycloheximide cs = x

#14 COC(=O)COc1ccc(/C=C2/NC(=O)N(CC(=O)OC)C2=O)cc1
  Pf growth 48h = -40%
  Pf growth 96h = u
  Sm TGR block = 13%
  Shiga inhibitor = -19
  Giardia FBPA inh = 0%
  Cycloheximide cs = -4

Continued.
#	SMILES	Pf growth 48h	Pf growth 96h	Sm TGR block	Shiga inhibitor	Giardia FBPA inh	Cycloheximide cs
21	O=C(OCCCN=C1NS(=O)(=O)c2ccccc21)c1cccs1	19%	-20%	x	20	2%	5
22	CC(=O)Nc1sc2c(c1C#N)CCCCC2	u	x	-12%	21	2%	18*
23	O=C(O)c1ccc(N=N/C(=N\Nc2ccc(C(=O)O)cc2)c2ccccc2)cc1	84%[activator]	212%[activator]	-18%	x	x	x
24	Cc1oc2c(c(C)cc3oc(=O)c(CC(=O)NCCC(=O)O)c(C)c32)c1C	-2%	2%	-8%	-10	8%	12
25	O=C(NCCC1=CCCCC1)c1ccc(Cl)c([N+](=O)[O-])c1	57%[activator]	33%[activator]	-12%	79*	-3%	39*
26	O=C1NC(=O)C2(Cc3ccccc3N3CCCC32)C(=O)N1c1cccc(Cl)c1 (configuration not stated)	-17%	2.3µM*	u	-6	-10%	0
27	CC(NC(=O)CCc1nnc(-c2ccc(-c3ccccc3)cc2)o1)c1nc2ccccc2[nH]1 (configuration not stated)	u	-1%	u	24	-21%	18
28	COC(=O)[C@@H](NC(=O)c1cc(COc2cncc(Cl)c2)on1)c1ccccc1	10%	-9%	42%[activator]	34	x	40*
29	CCOC(=O)Cn1nc(C)c(NC(=O)COc2ccc(OC)cc2)c1C	5%	16%	10%&5%	-6	-3%	2
30	Cc1cc(OCCCC(=O)NCCN2C(=O)S/C(=C\c3cccnc3)C2=O)ccc1Cl	u	12µM*	7%	-8	0%	-2
31	CCn1c2c(c(=N)c3c1CCC3)CCCC2	0.52µM*	u	-1%	-4	-1%	-1
32	O=C(OCc1ccc(Cl)cc1Cl)c1ccncc1	-10%	5%	-3%	-16	5%	6
33	COc1ccc(CCNC(=O)COc2ccc(N(C)S(=O)(=O)c3ccc(C)cc3)cc2)cc1OC	-22%	2%	1%	-14	-15%	-5
34	CCN(CC(=O)Nc1ccc2c(c1)OCCO2)C(=O)c1ccc(C(F)(F)F)cc1	86%[activator]	97%[activator]	-9%	x	x	x
35	CC1CC(C)CN(S(=O)(=O)c2cccc3cccnc23)C1 (configuration not stated)	x	u	9%	7	2%	1
36	CCOc1ccc(S(=O)(=O)N(CC)CC(=O)NCc2cccnc2)cc1	8%	12µM*	-3%	-3	13%	1
37	CCOc1ccc(-c2[nH]ncc2-c2csc(C)n2)c(O)c1	-3%	-6%	3%	-20	2%	2
38	O=C(c1ccc(OC2CCN(Cc3ccc(C(F)(F)F)cc3)CC2)cc1)N1CCCCC1	u	u	-14%	-5	-11%	-2
39	CN(C1CC(C)(C)N(O)C(C)(C)C1)S(=O)(=O)CC12CCC(CC1=O)C2(C)C (configuration not stated)	4%[5.75 µM]	13%	5%	3	-17%	-2
40	c1ccc(CN2CCN(CCN3CCn4c3nc3ccccc34)CC2)cc1	-14%	u	-2%	-11	-19%	-1

Other results follow.
#	SMILES	Pf growth 48h	Pf growth 96h	Sm TGR block	Shiga inhibitor	Giardia FBPA inh	Cycloheximide cs
41	COc1ccc(-c2nnc(SCC(=O)NC3CC3)o2)cc1	61%[activator]	5%	-8%	x	x	x
42	O=C1CCCc2nc(N3CCc4ccccc43)ncc21	148%[activator]	x	-28%	94*	8%	38*
43	COC(=O)c1ccc(C2/C(=C(\O)c3cccc(OC)c3)C(=O)C(=O)N2CCCN(C)C)cc1 (configuration not stated)	5%	26%	u	-7	2%	-1
44	CCCNCC(O)Cn1c2ccccc2n2c(=O)cc(C)c(C#N)c12 (configuration not stated)	3.7µM*	12µM*	-4%	-2	1%	1
45	O=C(NCC(O)c1ccc2ccccc2c1)c1c(F)cccc1F (configuration not stated)	-20%[0.00184 µM]	25%	14%	3	12%	-1
46	CCOC(=O)c1ccc(NS(=O)(=O)c2ccc3[nH]c(=O)[nH]c3c2)cc1	13%	86%[activator]	-3%	1	-8%	-2
47	O=C(CN1C(=O)CCS(=O)(=O)c2ccccc21)Nc1cccc(F)c1	-1%	-26%	8%	-6	-3%	-2
48	Cc1ccc(S(=O)(=O)N(C)C)cc1NC(=O)CN1C(=O)NC2(CCCc3ccccc32)C1=O (configuration not stated)	-8%	-19%	-7%	18	-1%	-2
49	CCc1ccc(NC(=O)CSc2nc3ccccc3c(=O)n2CCCN2CCC(C)CC2)cc1	u	-8%	-1%	-33	-1%	-15
50	O=C(Oc1cccnc1)c1ccco1	18%	8%	-4%	30	-20%	-2
51	COc1cc(C(=O)NC(CCSC)C(=O)OCC(=O)C(C)(C)C)cc(OC)c1OC (configuration not stated)	-1%	21%	12%	53*	2%	30
52	CCO[C@@H]1OC(C(=O)NCc2ccccc2)=C[C@H](c2ccc(C(F)(F)F)cc2)[C@H]1CCCO	4.7µM*	8.3µM*	0%	-5	-22%	-1
53	Cc1oc(-c2ccccc2F)nc1CSCC(=O)NC1CCCC1	4%	1.5µM*	-29%	-7	0%	-5
54	CSc1nc(N2CCN(C)CC2)c2ccccc2n1	-10%	15µM*	u	-3	3%	-2
55	O=C(Nc1ccc2ccccc2n1)Nc1cccs1	19%	35%[activator]	-1%	31	7%	-1
56	CCc1ccc(NC(=O)/C(C#N)=C/c2cc3ccc(C)cc3nc2N2CCOCC2)cc1	12%	25%	-5%	0	1%	-3
57	CN(c1ccccc1)S(=O)(=O)c1ccc(C(=O)N2CCc3ccccc3C2)cc1	-7%	u	8%	13	0%	12
58	COCCC(=O)N1CCC(Oc2ccc(C(=O)N(C)Cc3cc(C)no3)cc2)CC1	3%	-23%	-2%	1	x	-3
59	O=C(CSc1nnc(NCc2ccccc2)s1)NC1CCS(=O)(=O)C1 (configuration not stated)	6%	6%	-7%	-4	2%	-1
60	CC(=O)N(C)c1ccc(NC(=O)CCN2C(=O)c3ccccc3C2=O)cc1	0%	2%	-14%	-13	2%	1

The list continues:
#	SMILES	Pf growth 48h	Pf growth 96h	Sm TGR block	Shiga inhibitor	Giardia FBPA inh	Cycloheximide cs
61	Cc1ccccc1C(=O)N1CCC(n2nccc2NC(=O)C2CC2)CC1	-3%	1%	-5%	-1	x	7
62	CC(=O)N[C@@H](CC(=O)N[C@H](CCC(=O)O)C(=O)O)C(=O)O	-4%	35%[activator]	-5%	x	x	x
63	Cc1ccc(C(=O)N/N=C/c2cc(Br)ccc2O)cn1	u	7%	2%	x	-10%	16*
64	O=[N+]([O-])c1cc(Oc2cccnc2)cc([N+](=O)[O-])c1	u	u	-13%	8	-2%	3
65	O=C(Nc1ccc2c(c1)OCO2)C1CCCN(c2nc3ccccc3s2)C1 (configuration not stated)	3%	-15%	-4%	14	-6%	13
66	O=C1NC2(CCCCC2)C(=O)N1c1ccccc1	0%	x	3%	-16	8%	-2
67	O=[N+]([O-])c1ccc(Oc2cc(NC3CCCCCCC3)c([N+](=O)[O-])cc2[N+](=O)[O-])cc1	4%	6%	2%	17	-4%	-7
68	O=C(CCN1C(=O)c2cccc3cccc(c23)C1=O)N1CCN(c2ccccc2F)CC1	48%[activator]	41%[activator][5.75 µM]	-3%	9	5%	6
69	CCCCn1c(CCC(=O)O)ccc1-c1cccs1	5%	u	8.9µM*	-5	16%	-3
70	Cc1ccccc1CSc1nnc([C@@H]2CCCN2)o1	-17%	-5%	1%	44	-11%	30

Structures from the list above containing an aryl methoxy group (8):
#	SMILES	Pf growth 48h	Pf growth 96h	Sm TGR block	Shiga inhibitor	Giardia FBPA inh	Cycloheximide cs
1	COc1ccccc1C(=O)NNC(=O)CCCN1C(=O)/C(=C/c2cccs2)SC1=S	u	u	3%	4	1%	-5
10	COc1ccccc1N(C)S(=O)(=O)c1ccc(C(=O)O)cc1	13%	-4%	6%	3	4%	-2
15	COc1ccc(C(=O)n2ncc(C#N)c2N)cc1	1%	10%	10%	8	2%	14
29	CCOC(=O)Cn1nc(C)c(NC(=O)COc2ccc(OC)cc2)c1C	5%	16%	10%&5%	-6	-3%	2
33	COc1ccc(CCNC(=O)COc2ccc(N(C)S(=O)(=O)c3ccc(C)cc3)cc2)cc1OC	-22%	2%	1%	-14	-15%	-5
41	COc1ccc(-c2nnc(SCC(=O)NC3CC3)o2)cc1	61%[activator]	5%	-8%	x	x	x
43	COC(=O)c1ccc(C2/C(=C(\O)c3cccc(OC)c3)C(=O)C(=O)N2CCCN(C)C)cc1 (configuration not stated)	5%	26%	u	-7	2%	-1
51	COc1cc(C(=O)NC(CCSC)C(=O)OCC(=O)C(C)(C)C)cc(OC)c1OC (configuration not stated)	-1%	21%	12%	53*	2%	30
